SENP6 block – inhibitors of human SENP6 protease; Q9GZR1; Recombinant SENP6 catalytic domain, aminoluciferin luminescence; inhibition, % at 10 µM; 330,000 compounds, 1.8% hits;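 active = inhibition above about 50% at the single tested dose, limit read from the data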;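 note: plate controls were DMSO wells with enzyme for no effect and DMSO wells lacking enzyme for full effect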
Target sequence (Q9GZR1 628-1112 limits assumed): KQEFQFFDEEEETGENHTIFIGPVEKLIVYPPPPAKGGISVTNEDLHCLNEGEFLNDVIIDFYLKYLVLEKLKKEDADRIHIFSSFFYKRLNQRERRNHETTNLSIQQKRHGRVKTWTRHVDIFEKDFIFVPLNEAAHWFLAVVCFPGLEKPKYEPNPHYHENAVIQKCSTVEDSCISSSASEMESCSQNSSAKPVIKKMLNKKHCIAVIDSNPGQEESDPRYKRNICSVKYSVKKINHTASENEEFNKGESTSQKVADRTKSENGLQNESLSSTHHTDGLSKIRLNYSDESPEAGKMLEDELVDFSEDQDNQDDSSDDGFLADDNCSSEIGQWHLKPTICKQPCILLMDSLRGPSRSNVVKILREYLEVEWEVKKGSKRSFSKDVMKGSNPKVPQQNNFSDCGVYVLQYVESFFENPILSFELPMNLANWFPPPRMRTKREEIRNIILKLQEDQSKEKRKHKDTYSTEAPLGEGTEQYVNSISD
Apaf1 inhib – blocks human Apaf-1 apoptosome activity; O14727; reconstituted apoptosome caspase-3 activity, DEVD-Rh110 fluorescence; inhibition, % at 20 µM; 330,000 compounds, 0.71% hits; active = inhibition of at least 40% at 20 µM;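 note: plate controls were DMSO wells for no effect and DEVD-CHO caspase inhibitor wells for full effect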
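Material: reconstituted apoptosome with Apaf-1, cytochrome c, caspase-9, procaspase-3, dATP; medium: pH 7.5 Hepes buffer with CHAPS, BSA, DTT; also added: cytochrome c and DEVD-Rh110 substrate; timing: 30 min plus 50 min, RT; signal: Rh110 fluorescence intensity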
SENP8 block-1 – blocks human SENP8 cleavage of Nedd8 substrate. Q96LD8. recombinant SENP8, Nedd8 substrate fluorescence. inhibition, % at 20 µM. 360,000 compounds, 0.64% hits. AID 602440; in the data active = inhibition mostly above about 40%, no sharp cut-off; inactive = mostly below about 27%
HKDC1 inhibitor – HKDC1 (human) hexokinase inhibition; inhibition, % at 20 µM; AID 493160; Q2TB90; 340,000 compounds, 0.16% hits; recombinant HKDC1, G6PDH/diaphorase resazurin coupled fluorescence;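 active = inhibition above about 35% when tested at 20 µM, limit read from the data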;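 note: plate controls were DMSO wells with enzyme for no effect and DMSO wells lacking enzyme for full effect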
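Assay system: in-house recombinant HK5 (HKDC1) enzyme. Input: HKDC1 at 5 µg/mL. Medium: Tris pH 8.0 buffer with MgCl2, Tween-20, BSA, BME. Dosing: single 20 µM dose. Schedule: 90 min reaction incubation at room temperature, dark. Signal: resazurin-to-resorufin fluorescence via G6PDH and diaphorase coupling, 525/613 nm. Controls: DMSO-enzyme wells negative, buffer-substituted wells positive.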
SENP1 inh – blocks the human SENP1 SUMO protease catalytic domain; Q9P0U3; recombinant SENP1 catalytic domain, CyPet-SUMO1-YPet FRET cleavage; inhibition, % at 10 µM; 360,000 compounds, 0.21% hits;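 active = inhibition at least 30% at 10 µM, raw YFP signal under a set limit, fluorescence ratio 0.5 to 1.5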;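 note: 0% = enzyme with DMSO and 100% = no enzyme wells; some results filed as inactive read as strong as hits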
Target sequence (Q9P0U3 419-644 limits assumed): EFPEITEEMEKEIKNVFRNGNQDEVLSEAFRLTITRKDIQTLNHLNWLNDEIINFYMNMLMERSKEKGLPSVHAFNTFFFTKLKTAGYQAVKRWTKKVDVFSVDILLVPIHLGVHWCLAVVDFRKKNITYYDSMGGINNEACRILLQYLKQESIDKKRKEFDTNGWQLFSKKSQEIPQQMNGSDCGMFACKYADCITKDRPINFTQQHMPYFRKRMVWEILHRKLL
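System: Recombinant human SENP1 catalytic domain, His6-tagged | Incubation: Enzyme reaction for 50 min at room temperature, dark | Medium: Tris pH 8 with BME, BSA, NP40 and catalase | Also added: 25 nM SUMO1 FRET substrate | Compound: 10 µM single point, 0.5% DMSO | Measured by: FRET fluorescence in CFP and YFP emission channels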
SENP7 inh – SENP7 protease inhibition. recombinant SENP7, Z-RLRGG-aminoluciferin luminescence, 40 min. inhibition, % at 5 µM. 330,000 compounds, 1.5% hits;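 active = inhibition above about 50% at the single test dose, limit read from the data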;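 note: plate controls were DMSO with enzyme for no effect and no enzyme buffer wells for full effect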
Target sequence (Q9BQF6 706-1050 limits assumed): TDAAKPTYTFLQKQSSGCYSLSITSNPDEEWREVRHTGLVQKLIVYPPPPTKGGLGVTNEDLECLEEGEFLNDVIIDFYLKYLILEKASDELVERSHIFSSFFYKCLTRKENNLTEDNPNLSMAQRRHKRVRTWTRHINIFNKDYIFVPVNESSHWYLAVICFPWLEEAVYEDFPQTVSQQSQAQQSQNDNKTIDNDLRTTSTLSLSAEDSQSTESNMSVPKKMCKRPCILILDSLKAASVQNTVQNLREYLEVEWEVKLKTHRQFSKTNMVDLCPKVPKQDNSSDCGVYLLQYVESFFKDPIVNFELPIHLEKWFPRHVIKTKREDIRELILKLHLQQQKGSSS
SENP8 block-2 – inhibitors of human SENP8 protease | inhibition, % at 10 µM | 330,000 compounds, 1.2% hits | AID 2540 | Q96LD8 | purified SENP8, Z-RLRGG-aminoluciferin cleavage, luminescence; in the data active = inhibition above about 50%
PfGluPho inh – PfG6PD (Plasmodium falciparum) enzyme inhibition. PfGluPho enzyme, NADPH resazurin-diaphorase fluorescence. inhibition, % at 20 µM. 350,000 compounds, 0.78% hits. AID 504690;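 active = inhibition reaching at least a set limit at 20 µM in the primary screen, cut at about 59% in these data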;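 note: 0% = DMSO wells with substrate and 100% = DMSO wells lacking glucose-6-phosphate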
An asterisk follows results filed as active; i = inactive; nt = no result given; & = joins results of further samples.

SMILES	SENP6 block	Apaf1 inhib	SENP8 block-1	HKDC1 inhibitor	SENP1 inh	SENP7 inh	SENP8 block-2	PfGluPho inh
CC(=O)Nc1c(Nc2ccccc2)c2ccccc2oc1=O	-7	2	12	-5	2	-6	-3	-6
CCOc1ccc(N=c2scc(-c3ccccc3)n2CCO)cc1	-16	6	12	0	2	-2	-2	3
CCc1ccccc1NS(=O)(=O)c1cc2c(cc1C)n(C)c(=O)c(=O)n2C	8	-5	-103	-5	-1	-5	9	15
O=C(COc1ccccc1[N+](=O)[O-])c1ccccc1	-18	-9	20	-5	-2	0	-3	10
O=C(c1cc(N2C(=O)C3C4CCC(C4)C3C2=O)ccc1Cl)N1CCN(c2ccccc2F)CC1 (stereo not drawn)	-11	8	2	-8	1	-3	-6	29
CCCCNC(=S)Nc1ccc2cn[nH]c2c1	-11	4	12	-10	1	5	1	-4
COc1ccc(Cn2c(O)c(C=Nc3ccccc3C(=O)O)c3ccccc3c2=O)cc1	12	25	36	26	-66	-3	-8	6
CSc1nc(C)cc(C)c1C#N	-1	2	11	-6	2	-3	0	0
COC(=O)c1cc(S(=O)(=O)NCc2cccc(Br)c2)c[nH]1	1	-53	3	-4	-1	3	7	12
O=C(O)CSc1ccccc1C(=O)O	-4	-4	17	2	0	9	2	7
O=C1NC2(CCCCC2)N=C1c1ccc(F)cc1	-11	-1	15	14	3	14	3	-8
CN(NS(=O)(=O)c1ccc(Cl)cc1)c1ncc(C(F)(F)F)cc1Cl	-2	3	13	6	0	-10	-10	37
COc1ccc(C(=O)CSc2nc(N)nc(SC)c2C#N)cc1	-2	0	13	-3	0	8	9	-11
O=C(NCc1ccccc1)c1ccc(OCC2CCCO2)cc1 (stereo not drawn)	-20	-3	12	-11	2	-1	-1	-10
O=C(NC(=S)Nc1ccc(CN2CCOCC2)cc1)c1ccc2c(c1)OCCO2	1	-14	20	-2	4	-1	5	-3
Cn1c(SCCCC(=O)c2ccccc2)nnc1-c1ccncc1	3	0	18	-8	3	0	3	-1
Cn1c(O)c(/C=C2\C=NN=C2c2ccccc2)sc1=S	4	15	24	0	-7	6	3	7
O=C(NNC(=O)C1CC=CCC1)c1ccccc1Cl (stereo not drawn)	9	-18	5	-1	0	4	-2	-27
CCCCNc1c(-c2ccc(-c3ccc(OC)cc3)c(OC)c2)nc2ccccn12	-14	29	i	3	-30	7	1	31
Cc1ccc(NC(=O)c2noc3c2CC(C(C)(C)C)CC3)cc1 (stereo not drawn)	4	-4	-2	-4	2	2	6	-11
CC(=O)Nc1ccc(-c2ccccc2)s1	-22	-4	26	-8	1	2	-11	-10
COC(=O)C1=C(C)N(C)C(=O)NC1c1c(O)ccc2ccccc12 (stereo not drawn)	-6	-3	11	-6	1	5	-1	-1
O=C(O)CCC(=O)N1CCN(c2ncccc2C(F)(F)F)CC1	-16	-11	4	-4	0	10	-8	4
CCN(CC(=O)Nc1c(F)cccc1F)C(=O)/C=C/c1ccc(S(=O)(=O)N2CCCCCC2)cc1	-9	15	-11	2	0	-13	-6	-9
CCOc1ccc(N2C(=O)CC(NCCNc3ccc(C(=O)c4cccs4)cc3)C2=O)cc1 (stereo not drawn)	-8	-9	-19	-3	-5	9	3	2
CCCCCc1nc2c(c(=O)c3ccccc3n2C)c(=O)n1Cc1ccc(OC)cc1	-15	-3	-3	4	-6	5	4	19
COc1cc(OC)cc(-c2c(C#Cc3ccsc3)c3cc(Br)ccc3n2C)c1	8	-5	-456	4	-1	-1	14	-4
Cc1ccc(-c2cnc3ccccc3n2)cc1C	94*	7	-49	3	2	98*	95*	0
Cc1csc(SC(C)C(=O)Nc2ccc(S(=O)(=O)N3CCCC3)cc2)n1 (stereo not drawn)	0	-9	-2	8	-2	-3	-5	-10
CCOC(=O)CSc1nc(C)c(C(=O)OCC)s1	-22	-2	36	-3	-8	10	-16	10
CC(C)Cc1cc(C(=O)O)n[nH]1	-7	0	21	-8	0	-12	-11	-8
Cc1ccc(C(=O)Nc2ccc(N3CCOCC3)c3nonc23)cc1[N+](=O)[O-]	25	34	16	-2	8	6	2	7
CCOc1ccc(CCNC(=O)COC(=O)/C=C/c2ccc(C)o2)cc1OCC	0	0	-11	-7	0	-3	-1	53
CCOC(=O)C1(N(CC)CC)Sc2cc(C)ccc2NC1=O (stereo not drawn)	-6	21	21	2	0	0	-1	31
COc1cc(CNc2ccc3[nH]c(=O)[nH]c3c2)cc(Br)c1OCc1ccc(F)cc1	-20	6	-240	-4	0	5	-5	17
COc1ccc(CNC(=O)NC2CCCCC2)cc1	2	3	3	-9	2	6	-9	-18

SENP6 block, what is marked active above
Structure	SENP6 block	HKDC1 inhibitor	SENP1 inh	SENP7 inh	PfGluPho inh
Cc1ccc(-c2cnc3ccccc3n2)cc1C	94*	3	2	98*	0

Ordered by heavy-atom count (falling): part of the list above
SMILES	SENP6 block	Apaf1 inhib	SENP8 block-1	HKDC1 inhibitor	SENP1 inh	SENP7 inh	SENP8 block-2	PfGluPho inh
CCCCCc1nc2c(c(=O)c3ccccc3n2C)c(=O)n1Cc1ccc(OC)cc1	-15	-3	-3	4	-6	5	4	19
CCOc1ccc(CCNC(=O)COC(=O)/C=C/c2ccc(C)o2)cc1OCC	0	0	-11	-7	0	-3	-1	53
CC(C)Cc1cc(C(=O)O)n[nH]1	-7	0	21	-8	0	-12	-11	-8

(more compounds)
SMILES	SENP6 block	Apaf1 inhib	SENP8 block-1	HKDC1 inhibitor	SENP1 inh	SENP7 inh	SENP8 block-2	PfGluPho inh
CC(Oc1cccc(Cl)c1)C(=O)Nc1cc(=O)n(C)c(=O)n1C (stereo not drawn)	4	-21	9	8	2	3	-9	-3
O=C(NC(=S)Nc1ccc(S(=O)(=O)N2CCCCCC2)cc1)c1cccs1	-4	1	17	-8	-4	-3	-5	15
O=C1NC(Cc2ccc(O)cc2)c2nc3ccccc3c(=O)n2-c2cc(Cl)ccc21 (stereo not drawn)	-20	6	nt	nt	nt	-8	-9	nt
Cc1ccccc1OCCC(=O)Nc1ccc(F)c(Cl)c1	-19	2	-14	-8	0	-8	-20	35
CC(C)c1ccccc1NC(=O)c1ccc2ncsc2c1	-13	-8	2	-4	-4	0	-5	0
Cc1nn(Cc2cccc(C(N)=O)c2)c(C)c1Br	18	12	13	2	-2	-5	9	-6
Cc1cccc(NC(=O)C[n+]2cccc(C)c2)c1	17	-9	18	-3	1	-2	7	2
COC(=O)CCCC1=CC2=CC(=O)C(C)(OC(=O)c3cnc4ccccc4n3)C(=O)C2=CO1 (stereo not drawn)	-17	6	nt	nt	nt	-12	-12	nt
Cc1onc(-c2c(F)cccc2Cl)c1C(=O)Nc1cccc(S(=O)(=O)NCc2ccco2)c1	-7	7	6	1	-2	-13	-5	12
CCOC(=O)Cc1csc(N/N=C/c2ccc(Cl)cc2)n1	-36	13	7	-5	0	-5	-9	1
CCCn1c(SCC(=O)NNC(=O)c2ccccc2)nnc1-c1cccnc1	14	-14	-1	-6	2	4	2	-9
CCCCCOC(=O)c1c(N)n(CCOC)c2nc3ccccc3nc12	9	94*	-262	14	-102	64*	63*	23

2 neighbouring records from above, for reference:
SMILES	SENP6 block	Apaf1 inhib	SENP8 block-1	HKDC1 inhibitor	SENP1 inh	SENP7 inh	SENP8 block-2	PfGluPho inh
CCCn1c(SCC(=O)NNC(=O)c2ccccc2)nnc1-c1cccnc1	14	-14	-1	-6	2	4	2	-9
CCCCCOC(=O)c1c(N)n(CCOC)c2nc3ccccc3nc12	9	94*	-262	14	-102	64*	63*	23

(cont.)
SMILES	SENP6 block	Apaf1 inhib	SENP8 block-1	HKDC1 inhibitor	SENP1 inh	SENP7 inh	SENP8 block-2	PfGluPho inh
Cc1ccc(N2CC(C(=O)NCc3n[nH]c(=O)c4ccccc34)CC2=O)cc1 (stereo not drawn)	-11	3	1	-5	1	-8	-13	6
CC1(C)Oc2ccc3ccc(=O)oc3c2[C@H](O)[C@H]1O	-5	5	i	-1	3	4	-5	-9
CCN(C[C@H]1N[C@@](Cc2ccccc2)(C(=O)OC)[C@H]2C(=O)N(C)C(=O)[C@@H]12)C(=O)c1ccccc1	22	-1	-7	-5	1	0	5	10
COc1cccc(C(=O)NCCS(=O)(=O)N2CCCC2)c1	5	2	6	-5	2	-2	3	0
Fc1ccc(-n2nnc(-c3cccnc3)n2)cc1	22	2	15	4	-1	21	-6	-4
CCOc1ccc(Nc2nc3c(C)cccc3cc2C#N)cc1	-11	-2	25	4	-7	6	5	-10
COc1ccc(C(=O)NCCCNC(=O)c2cccnc2)cc1OC	-19	2	3	-4	0	-10	2	6
COc1ccc(S(=O)(=O)N2CCCC(C(=O)NC3CC3)C2)cc1Cl (stereo not drawn)	-11	0	11	-4	1	1	0	-21
CCOc1ccc(NS(=O)(=O)c2cc(NC(=O)c3ccc(C)cc3)ccc2Cl)cc1	10	6	0	0	3	2	4	13
CC1CCCN(S(=O)(=O)c2ccc3c(c2)c(=O)nc2ccccn23)C1 (stereo not drawn)	-4	4	-307	-7	-8	0	0	-10
O=[N+]([O-])c1ccc(Cl)c(/C=N/n2c(COc3ccccc3)n[nH]c2=S)c1	-3	4	17	2	-1	3	-1	20
Cc1cc(C)cc(N(CC(=O)NCC2CCCO2)C(=O)CCC(=O)Nc2nccs2)c1 (stereo not drawn)	2	-6	0	4	-1	1	6	-5
Cc1ccc2nsnc2c1S(=O)(=O)N1CCN(CCc2ccccc2)CC1	-16	3	1	-10	-1	0	-3	-10
CCOc1ccc(NC(=S)N2CCN(S(=O)(=O)c3ccccc3)CC2)cc1	-5	14	17	0	5	1	5	-3
CCOC(=O)Cc1csc(SCC(=O)NC2CCS(=O)(=O)C2)n1 (stereo not drawn)	-9	34	10	-8	0	-8	11	11
O=C(O)/C(=C\c1cccc(O)c1)c1ccc(S(=O)(=O)N2CCCC2)s1	1	-21	-6	2	2	-4	2	-4
COc1cccc(CN(C(=O)c2ccc([N+](=O)[O-])cc2)C2CCS(=O)(=O)C2)c1 (stereo not drawn)	9	0	21	-2	1	3	1	-9
COC(=O)C(Cc1ccccc1)NC(=O)CCCC(=O)NCc1cccc(OC)c1 (stereo not drawn)	-9	4	20	-6	-1	-7	3	-15
C/C(=N\NC(=O)CNc1ccc(F)cc1)c1cc2ccccc2o1	-2	8	12	3	1	-4	3	5
Clc1cccc(Cl)c1Cn1cc(Br)cn1	4	-1	5	-2	2	-1	8	5
O=C(CCS(=O)(=O)c1cccc2nsnc12)NC1CCCCCC1	-16	5	13	-2	2	-3	-2	-1
O=C(CSc1nnnn1C1CCCCC1)N1c2ccccc2Sc2ccccc21	8	9	20	-3	3	-7	4	4
CCOC(=O)c1cnn(-c2ccccc2)c1NC(=O)c1ccccc1C	-4	-7	-28	-10	2	-12	-6	-9
COCCn1c(=NC(=O)CSCC(=O)N2CCOCC2)sc2cc(C)ccc21	8	-3	-22	-4	-3	-10	-3	12
COc1ccc(C(=O)/C=C/Nc2cc(C)on2)cc1	-4	-2	-15	2	0	-8	-12	17
CCOC(=O)C1=C(C)NC(=O)C1CC(=O)O (stereo not drawn)	-6	-2	10	-34	1	-6	-9	-4
CN1CCN(CCCN2c3ccccc3Sc3ccc(C(F)(F)F)cc32)CC1	-10	54*	-50&-50&-38	0&1&3	5&1&-2	10	-4	11&11&16
N#CC1=C(N)Oc2cc3ccccc3cc2C1c1cccnc1 (stereo not drawn)	-11	1	22	-2	-5	-2	-1	10
Cc1cc(NC(=O)/C(C#N)=C/c2ccco2)n(-c2ccccc2)n1	-1	7	4	5	-2	4	-5	-21

From PubChem
